mec2-1: NCI yeast anticancer drug screen, S. cerevisiae mec2-1 strain; 9% of 79,000 active; growth inhibition, % at 50 µM;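 note: 0% = growth of vehicle-only cultures of the same strain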
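Compounds were applied to mec2-1 yeast cells. Their growth was then compared with that of vehicle-treated cultures to give growth inhibition.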
yeast sgs1 mgt1: NCI yeast anticancer drug screen, S. cerevisiae sgs1 mgt1 strain; 10% of 78,000 active; % growth inhibition at 50 µM;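 note: 0% = growth of vehicle-only cultures of the same strain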
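Mutant yeast exposed to compound; growth scored against vehicle-only wells.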
yeast mlh1 rad18: NCI yeast anticancer drug screen, S. cerevisiae mlh1 rad18 strain | growth inhibition, % at 50 µM | 11% of 79,000 active | AID 175;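 note: 0% = growth of vehicle-only cultures of the same strain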
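Steps: expose repair-defective yeast to compound; measure growth; express inhibition against vehicle-treated controls.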
cln2 rad14: NCI yeast anticancer drug screen, S. cerevisiae cln2 rad14 strain. 8.3% of 78,000 active. growth inhibition, % at 50 µM. AID 165;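 note: 0% = growth of vehicle-only cultures of the same strain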
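Growth of compound-exposed yeast (cln2 rad14 genotype) measured and expressed as inhibition relative to vehicle.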
rad50: NCI yeast anticancer drug screen, S. cerevisiae rad50 strain; growth inhibition, % at 50 µM; 10% of 79,000 active; AID 155;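 note: 0% = growth of vehicle-only cultures of the same strain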
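DNA repair mutant yeast, compound exposure, growth read-out; inhibition is taken relative to vehicle.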
bub3: NCI yeast anticancer drug screen, S. cerevisiae bub3 mutant strain; growth inhibition, % at 50 µM; 9.9% of 78,000 active; AID 167;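 note: 0% = growth of vehicle-only cultures of the same strain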
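Growth of a checkpoint-deficient yeast mutant is measured after compound exposure. Values represent inhibition relative to vehicle.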
Active calls of the source: *; . = not tested or not shown; & = joins results of further samples; ! = a repeat was not active. Cut-off read from the data, not from the text of the source: active = growth inhibition above about 70%; inactive = the rest. Only part of the results is shown (hit frequency here may not be typical).

Start of the data: the first 19 records (preview)
SMILES	mec2-1	yeast sgs1 mgt1	yeast mlh1 rad18	cln2 rad14	rad50	bub3
Clc1ccc[n+]2c(-c3ccccc3)csc12	-14	-12	-16	0	3	-8
CC1=CC23C(COC(=O)C24CO4)C(C(=O)O)=CC3C1C (centres undefined)	-20	-13	-6	27	-23	-9
CN(C)CCNC(=O)c1c([N+](=O)[O-])ccc(N(CCCl)CCCl)c1[N+](=O)[O-]	-11	-10	-3	-28	13	13
c1ccc(-c2ccc(-c3csc4cccc[n+]34)cc2)cc1	-5	-16	-2	8	8	6
[Cl][Sn]([Cl])([c]1ccccc1)[c]1ccccc1	96*!	95*!	97*!	95*!	97*!	96*!
O=[N+]([O-])c1ccccc1CBr	34	57	42	35	53	34
Cc1ccc2c[c]1[Hg][CH2]COS2(=O)=O	98*	98*	98*	99*	95*	99*
O=[N+]([O-])/C=C\c1ccccc1	95*	92*	79*	83*	93*	97*
O=C(O)CCCc1cc(I)c(N(CCCl)CCCl)c(I)c1	69	46	69	54	38	48
Nc1nc(CC(N)C(=O)O)c[se]1 (centres undefined)	28	21	11	5	57	21
C1OCC2[CH2][Hg][S][Hg][CH2]C1O2	95*	95*	91*	93*	93*	95*
Nc1nn[nH]n1 (tested in a mixture with another compound)	1	-4	-3	-27	-5	0
CCCCOP(=O)(CCCC)OCCCC	-31	17	-6	10	-4	2
CCC1(c2ccccc2)C(=O)N(C)C(=O)N(CCCl)C1=O (centres undefined)	8	-1	4	-35	12	22
Clc1ccc(C(Cl)(Cl)Cl)cc1Cl	-14	.	-1	.	-5	.
NC(N)=N/N=C/c1c[nH]c2ccccc12	-14	-18	-25	5	-5	-10
Oc1c(Cl)c(Cl)cc(Cl)c1Cc1c(Cl)cc(Cl)c(Cl)c1[O][Pb]([c]1ccccc1)([c]1ccccc1)[c]1ccccc1	100*	100*	99*	99*	99*	99*
O=C(Nc1ccc(N(CCCl)CCCl)cc1)Oc1ccc(C(=O)O)cc1	6	10	20	9	7	15
CCOC(=O)C(/N=N\c1nn[nH]n1)/N=N/c1ncn[nH]1 (centres undefined)	100*	73*	99*	93*	98*	99*

The list itself (from the top)
SMILES	mec2-1	yeast sgs1 mgt1	yeast mlh1 rad18	cln2 rad14	rad50	bub3
Clc1ccc[n+]2c(-c3ccccc3)csc12	-14	-12	-16	0	3	-8
CC1=CC23C(COC(=O)C24CO4)C(C(=O)O)=CC3C1C (centres undefined)	-20	-13	-6	27	-23	-9
CN(C)CCNC(=O)c1c([N+](=O)[O-])ccc(N(CCCl)CCCl)c1[N+](=O)[O-]	-11	-10	-3	-28	13	13
c1ccc(-c2ccc(-c3csc4cccc[n+]34)cc2)cc1	-5	-16	-2	8	8	6
[Cl][Sn]([Cl])([c]1ccccc1)[c]1ccccc1	96*!	95*!	97*!	95*!	97*!	96*!
O=[N+]([O-])c1ccccc1CBr	34	57	42	35	53	34
Cc1ccc2c[c]1[Hg][CH2]COS2(=O)=O	98*	98*	98*	99*	95*	99*
O=[N+]([O-])/C=C\c1ccccc1	95*	92*	79*	83*	93*	97*
O=C(O)CCCc1cc(I)c(N(CCCl)CCCl)c(I)c1	69	46	69	54	38	48
Nc1nc(CC(N)C(=O)O)c[se]1 (centres undefined)	28	21	11	5	57	21
C1OCC2[CH2][Hg][S][Hg][CH2]C1O2	95*	95*	91*	93*	93*	95*
Nc1nn[nH]n1 (tested in a mixture with another compound)	1	-4	-3	-27	-5	0
CCCCOP(=O)(CCCC)OCCCC	-31	17	-6	10	-4	2
CCC1(c2ccccc2)C(=O)N(C)C(=O)N(CCCl)C1=O (centres undefined)	8	-1	4	-35	12	22
Clc1ccc(C(Cl)(Cl)Cl)cc1Cl	-14	.	-1	.	-5	.
NC(N)=N/N=C/c1c[nH]c2ccccc12	-14	-18	-25	5	-5	-10
Oc1c(Cl)c(Cl)cc(Cl)c1Cc1c(Cl)cc(Cl)c(Cl)c1[O][Pb]([c]1ccccc1)([c]1ccccc1)[c]1ccccc1	100*	100*	99*	99*	99*	99*
O=C(Nc1ccc(N(CCCl)CCCl)cc1)Oc1ccc(C(=O)O)cc1	6	10	20	9	7	15
CCOC(=O)C(/N=N\c1nn[nH]n1)/N=N/c1ncn[nH]1 (centres undefined)	100*	73*	99*	93*	98*	99*
CN(C)CC1CC2C3CC=C4CC(O)CCC4(C)C3CCC2(C)C1=O (centres undefined)	37	92*	92*	29	88*	79*
C[N+]1(C)C2CCC1CC(OC(=O)C(CO)c1ccccc1)C2 (centres undefined)	-22	-6	-6	-28	19	-52
CC(C)CCC1(CC[N+](C)(C)C)C(=O)NC(=O)NC1=O	-10	6	-7	-29	6	11
Fc1cccc(C2N(Cc3ccc(N(CCCl)CCCl)cc3Cl)CCCN2Cc2ccc(N(CCCl)CCCl)cc2Cl)c1	54	-18	9	-6	13	83*
CC(C)=CC(=O)N(C)C1C2CN3CCC(O2)C13 (centres undefined)	15	14	22	44	7	30
Cc1ccc(S(=O)(=O)/N=[Se](\C)c2ccccc2)cc1 (centres undefined)	68	91*	87*	61	94*	80*

Additional results.
SMILES	mec2-1	yeast sgs1 mgt1	yeast mlh1 rad18	cln2 rad14	rad50	bub3
S=c1[nH]c2ccccc2s1	30&-22	62&16	72*!	12&-11	53&3	56&9
OCCCCO	-2	-12	1	-10	-6	-12
CCOP(=O)(OCC)O/N=C(/C#N)c1ccccc1	-6	18	-1	0	11	-7
C[CH2][Sn]([Br])([CH2]C)[c]1ccccc1CN(C)C	66	88*	87*	71*	46	87*
O=S1(=O)N2CN3CCN(C2)CN1C3	40	31	34	-25	36	12
N#CC(C#N)=Cc1cccc(C#N)c1	21	-3	3	19	-1	-5
C1CC[C@@H]2NCCC[C@H]2C1	-3	-3	18	12	8	1
CN1C2CCC1[C@@H](COC(=O)c1ccccc1)[C@@H](O)C2 (some centres undefined)	-15	-16	-61	-27	-9	-4
CC(C)CC(C)OP(=S)(S)OC(C)CC(C)C (centres undefined)	37	34	45	-26	50	61
O=C1NCN(c2ccccc2)C12CCN(CCCS(=O)(=O)c1ccccc1)CC2	-14	-10	-18	-23	-22	4
CCC1(O)C(=O)OCc2c1cc1n(c2=O)Cc2c-1nc1ccccc1c2OC (centres undefined)	33	-14	.	3	71*	-41
c1cc[c]([Ge]([c]2ccccc2)[c]2ccccc2)cc1	-4	3	14	20	23	-5
CC1=NN(c2ccccc2)C(=O)C1N=Nc1ccc([As](=O)(O)O)c(O)c1 (centres undefined)	-9	-7	-4	-20	16	-26
COc1cc2c(cc1OC)C13CCN4CC5CCOC6CC(=O)N2C1C6C5CC43 (centres undefined)	6	22	-72	10	9	-8
O=[N+]([O-])c1ccc(OCCOCCOc2ccc(S(=O)(=O)F)cc2)c(Cl)c1	15	22	56	30	56	45
O=[N+]([O-])c1ccc(SN2C3CCCCC32)c([N+](=O)[O-])c1 (centres undefined)	12	6	23	8	4	12
Cc1cc(C)c(C(=O)CN2CCOCC2)c(C)c1	-6	18	50	8	18	6
CCC[CH2][Sn]([CH2]CCC)([N]=C=S)[N]=C=S	98*	98*	98*	97*	98*	98*
NCCc1cc(O)c(O)cc1O	-30	8	-16	-10	-20	-28
N/C(=N\NS(=O)(=O)c1ccccc1)N[N+](=O)[O-]	22	7	7	-9	-3	24
CC1(C)N=C(N)N=C(N)N1c1ccc(CCc2cccc(Cl)c2S(=O)(=O)F)c(Cl)c1	100*	100*	100*	99*	99*	99*
CCN1C(=O)C(C)C(=O)N(C)C1=O (centres undefined)	19	1	2	-11	-34	0
CC1(C)C(=O)/C(=N\O)C[C@@]2(C)C1=CC[C@@H]1[C@@H]2CC[C@]2(C)C(=O)/C(=N/O)C[C@@H]12	-5	0	-12	-45	2	-1
C1CC2CCC(N3CCCC3)C(C1)C21OCCO1 (centres undefined)	10	5	-9	-3	11	6
c1ccc(-c2csc3n4ccccc4c[n+]23)cc1	-1	-10	-17	-10	-22	-6

New compounds follow:
SMILES	mec2-1	yeast sgs1 mgt1	yeast mlh1 rad18	cln2 rad14	rad50	bub3
CNP1(NC)=N[P@@](NC)(N2CC2)=NP(NC)(N2CC2)=N1 (some centres undefined)	-9	-7	2	7	1	5
Cc1ccc(C(C)C)c(OCC2C(=O)C3CCN2CC3)c1 (centres undefined)	14	-9	6	2	5	-4
CC1CCOC(=O)/C=C/C=C/C(=O)OC2CC3OC4C5OC5(C)C(O)CC4(COC(=O)C1O)C2(C)C31CO1 (centres undefined)	92*	92*	89*	90*	90*	89*
N/C(=N\NC(=O)c1ccc([N+](=O)[O-])cc1)N[N+](=O)[O-]	-12	-4	2	29	-11	11
Cc1[nH]cc2c1C(c1ccccc1)=NCC(=O)N2	-14	-22	-11	-25	-13	6
C#CC(O)(CC)CC	13	77*	73*	4	69	39
CCOP(=O)(NNP(=O)(OCC)OCC)OCC	3	8	8	17	-11	15
Nc1cccc2ccccc12	-10	7	4	-29	17	19
COc1ccc2c(c1O)C13CCN(C)C(C2)C1CCC1(C3)OCCO1 (centres undefined)	2	-9	-36	13	2	-26
NC(N)=Nc1c(N)ncnc1N	6	4	-4	-3	-5	-1
CN1CCN(c2nc(N)c(Br)c(Cl)n2)CC1	4	-15	-10	-2	-3	3
CCCOC(=O)CCl	15	30	20	5	15	5
CCOC(=O)/C(=C/c1ccc[nH]1)P(=O)(OCC)OCC	-26	-32	-42	6	-29	7
CN1CCN(C(=O)Cc2c[nH]c3ccccc23)CC1	12	3	16	-20	-1	9
CN1C(=O)n2c(nc3ccccc32)C(N=[N+]=[N-])(N=[N+]=[N-])C1=O (centres undefined)	-8&9	18&18	9&7	12&2	-10&20	21&48
C[C@]12CC[C@H](OC(=O)COc3ccc(N(CCCl)CCCl)cc3)C[C@@H]1CC[C@@H]1[C@@H]2CC[C@]2(C)NC(=O)CC[C@@H]12	49	19	8	5	70*	16
CC(=O)O.CC(=O)[O-].CC(=O)[O-].[Co+3].[NH-]CC[NH-].[NH-]CC[NH-]	10	-3	4	32	23	-2
OC1CN=C2c3ccccc3C(O)(c3ccc(Cl)cc3)N2C1 (centres undefined)	22	37	37	-2	24	23
COc1cc(C(=O)[O][Hg][CH2]C2CC(O)CC([CH2][Hg][O]C(=O)c3cc(OC)c(OC)c(OC)c3)O2)cc(OC)c1OC (centres undefined)	100*	100*	99*	98*	99*	99*
O=C(O)C1C2C=CC(C2)C1c1c2ccc(=O)c(O)c-2oc2c(O)c(O)ccc12 (centres undefined)	-7	17	27	17	17	10
N#CC(C#N)=NNc1cccc(Cl)c1Cl	93*	93*	90*	91*	91*	92*
COc1cc2c(cc1O)CC1CC(=O)CCN1C2 (centres undefined)	4	-12	-1	-7	-3	-11
COc1ccc(CC2c3cc(OC)c(OC)c(OC)c3CC[N+]2(C)C)cc1Oc1ccc(CC2c3cc4c(c(OC)c3CC[N+]2(C)C)OCO4)cc1 (centres undefined)	-21	15	-57	4	4	7
OCCNC1CCCCC1	-2	-14	-16	-2	5	4
C/C=C/CC1(CCC(C)C)C(=O)NC(=O)NC1=O	-1&8	5&10	17&10	-5&-19	27&24	-2&-5

New compounds follow.
SMILES	mec2-1	yeast sgs1 mgt1	yeast mlh1 rad18	cln2 rad14	rad50	bub3
CC1NCCc2c1[nH]c1cc(O)ccc21 (centres undefined)	-11	6	3	-9	5	-22
CCCCN(CCCC)CCc1ccccc1	2	8	17	18	20	30
CC(C)(Sc1ccc(Cl)cc1)C(=O)OCCN1CCCCC1	8	2	6	-15	4	-16
CCOP(=O)(OCC)Oc1ccncc1	0	-8	4	-4	-3	8
CN1C2CCC1CC(N)C2 (centres undefined)	-5	-9	-24	-8	-20	-7
NCc1c[nH]c2ccccc12	5	-23	-10	-13	-25	-16
C[N+]1(C)C2CC(OC(=O)C(COC(=O)Nc3ccccc3)c3ccccc3)CC1C1OC12 (centres undefined)	-6	10	5	10	-2	0
[CH3][Sn]([c]1ccccc1)[c]1ccccc1	2	2	-21	-11	-4	1
CC(C)NC1CC2CCCCC2CC1c1ccccc1 (centres undefined)	83*	91*	89*	82*	80*	82*
